XiGFP reactiv: X-chromosome reactivation activator; activation, % at 7.58 µM; AID 743238; actives 0.055% (n = 360,000); XiGFP mouse fibroblasts, % GFP-positive cells imaging, 3 d; cells co-treated with 5-aza-dC sensitizer; scaled so ellipticine positive control = 100%;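 active means mean normalized replicate activation at least 10% and every replicate at or above 10%; inconclusive means only one of the two criteria met; inactive means mean below 10% and not all replicates reach 10%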;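 further: 0% = median of on-plate neutral control wells and 100% = ellipticine 6 µM median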
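Material: XiGFP fibroblasts, SV40-immortalized. Buffer or medium: DMEM plus 5-aza-dC sensitizer. Compound: single concentration per compound, delivered by pin transfer. Times: 3 days compound exposure. Controls: ellipticine 6 µM.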
S100A4 MyoIIA: blocks human S100A4 binding to myosin IIA peptide; P26447; S100A4/TAMRA-MyoIIA peptide fluorescence polarization; inhibition, % at 10.7 µM; actives 0.14% (n = 360,000);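 active means mean inhibition of at least 70% across replicates, with every replicate also reaching that level; inconclusive means mean inhibition reaches 70% but some replicates fall short; inactive means mean inhibition below 70%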
Target sequence (P26447 whole entry, looked up): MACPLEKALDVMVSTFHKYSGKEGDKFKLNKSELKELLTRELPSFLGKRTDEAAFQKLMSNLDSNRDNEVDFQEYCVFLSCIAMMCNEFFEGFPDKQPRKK
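Assay system: human S100A4 monomer with TAMRA-labelled myosin IIA peptide / Buffer or medium: Calcium-containing HEPES buffer, pH 7.2 / Reagent: TAMRA-labelled myosin IIA heavy-chain peptide probe, 5 nM / Compound: one dose per compound / Timing: polarization read 5 min after assay mix addition, stable 5–60 min / Benchmarks: neutral control DMSO, positive control TFP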
FN deposit inh: fibronectin deposition inhibition; inhibition, % at 12.6 µM; AH1F fibroblasts, Alexa488-fibronectin deposition fluorescence, overnight; AID 743247; actives 0.086% (n = 350,000);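 active means mean inhibition across replicates of 30% or more, regardless of how many single replicates reach that level; inconclusive means mean under 30% yet at least half of replicates reach 30%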;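 further: positive control wells lacked labelled fibronectin entirely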
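Material: AH1F fibroblasts assembling fluorescent fibronectin matrix; amount: 10000 AH1F cells/well; medium: DMEM, 2% serum; reagent: Alexa488-fibronectin, 24 nM final in well; dosing: single compound dose, delivered by pin transfer; incubation: 1 h adhesion, overnight exposure; detection: fluorescence after three HBSS washes, excitation 485 nm, emission 525 nm; measure: fibronectin deposition inhibition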
EWS-Fli block: inhibitors of EWS/Fli oncoprotein transcriptional activity; A673 NR0B1-luciferase reporter, viability-normalised; inhibition, % at 12.6 µM; actives 0.67% (n = 350,000); AID 651661;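 active means mean inhibition of at least 50% after viability correction, with every replicate also passing that limit; inconclusive means mean reaches 50% but only one of two replicates passes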;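 further: firefly luciferase signal divided by Alamar Blue viability fluorescence both relative to DMSO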
RAD54 branch: blocks human RAD54 Holliday junction branch migration; Q92698; FAM/BHQ fluorescence; inhibition, % at 10.4 µM; actives 0.14% (n = 360,000);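 active means mean normalized replicate activity at least 40 and at least half of replicates scoring 40 or more; inconclusive means only one of the two criteria met; inactive means mean below 40 and under half of replicates reaching 40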;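 further: 0% = median of neutral control wells and 100% = median of positive control wells; inhibitors cause a drop in the FAM fluorescence signal; in these data hits start at about 50%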
Target sequence (Q92698 whole entry, looked up): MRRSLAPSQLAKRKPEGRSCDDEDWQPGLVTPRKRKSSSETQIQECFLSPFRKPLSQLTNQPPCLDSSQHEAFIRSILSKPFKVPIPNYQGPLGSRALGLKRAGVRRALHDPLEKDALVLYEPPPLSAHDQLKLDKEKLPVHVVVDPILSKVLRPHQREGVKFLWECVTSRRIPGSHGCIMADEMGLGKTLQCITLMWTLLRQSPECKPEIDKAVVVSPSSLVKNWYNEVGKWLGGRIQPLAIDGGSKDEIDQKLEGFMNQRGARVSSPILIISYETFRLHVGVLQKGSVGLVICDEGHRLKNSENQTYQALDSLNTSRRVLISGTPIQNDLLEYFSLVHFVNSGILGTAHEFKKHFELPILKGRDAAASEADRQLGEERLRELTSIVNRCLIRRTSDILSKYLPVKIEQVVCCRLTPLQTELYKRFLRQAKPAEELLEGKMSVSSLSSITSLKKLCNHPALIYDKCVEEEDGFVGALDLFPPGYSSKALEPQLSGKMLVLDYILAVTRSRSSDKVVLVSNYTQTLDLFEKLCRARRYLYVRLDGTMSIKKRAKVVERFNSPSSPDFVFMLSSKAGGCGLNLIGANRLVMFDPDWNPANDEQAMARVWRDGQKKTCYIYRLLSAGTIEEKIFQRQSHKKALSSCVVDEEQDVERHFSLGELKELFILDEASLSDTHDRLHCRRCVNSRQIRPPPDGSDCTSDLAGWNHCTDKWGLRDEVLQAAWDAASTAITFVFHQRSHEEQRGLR
E-selectin induc: induces E-selectin expression in human endothelial cells. actives 0.37% (n = 260,000). HUVEC E-selectin immunofluorescence imaging; normalized: neutral wells 0, TNF-alpha wells 100. activation, % at 7.58 µM. P16581;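 active means mean E-selectin-positive cell signal at least 10% of the positive control, reached in at least 60% of replicates, without over 20% cell loss; inconclusive means no rule given, readout overlaps actives, possibly toxicity-flagged; inactive means the rest, including those meeting only one limit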;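 further: in these data hits start at about 27%; measured in HUVEC primary endothelial cells; signal is the percent of cells scored E-selectin positive by PE staining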
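System: HUVEC / Compound: single concentration / Signal: immunofluorescence imaging / Read-out: percent E-selectin-positive cells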
esBAF inh: SWI/SNF esBAF complex inhibition | mouse ES cells, Bmi1-luciferase knock-in reporter, 24 h; 100% = twice the neutral-well signal | reporter increase, % at 12.5 µM | actives 2% (n = 350,000) | AID 602393; in the data active means activation above about 40%; inconclusive means no clear call, values can overlap the other calls;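 further: 0% = median of the plate's neutral control wells and 100% = double that signal; a rise in the Bmi1 reporter signal indicates esBAF inhibition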
RAD52 inh: blocks human RAD52 DNA annealing; recombinant RAD52 DNA annealing, FRET fluorescence; inhibition, % at 18.7 µM; actives 0.46% (n = 360,000);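 active means every replicate showing at least 50% inhibition; inconclusive means mean inhibition at least 50% but not in every replicate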
Numbers without * were called inactive; ? = inconclusive; . = no result given; & = joins results of further samples.

SMILES	XiGFP reactiv	S100A4 MyoIIA	FN deposit inh	EWS-Fli block	RAD54 branch	E-selectin induc	esBAF inh	RAD52 inh
Cc1ccccc1-c1ccc2c(c1)O[C@@H](CN(C)C(=O)Nc1ccc(C(F)(F)F)cc1)[C@H](C)CN([C@@H](C)CO)S2(=O)=O	0.1&0.0	-9&1	7&-8	17&27	10&0	-0.2	8&3	-25&-1
CCN(CC)S(=O)(=O)N1CCC(C(=O)NCc2ccc3c(c2)OCO3)CC1	0.4	.	6	.	-4	0.4	-9	.
CCCN=C1N(CC)C[C@@H]2[C@@H]3C(=O)N(Cc4ccccc4)C(=O)[C@@H]3[C@](Cc3ccccc3)(C(=O)OC)N12	0.1	-2	-8	-2	-3	1.6	-3	-4
C/C(=N/OC(=O)C1CC1)c1cc(-c2ccc(Cl)cc2)no1	-0.1	6	18	-151	.	-0.7	.	0
C[C@@H]1CN([C@@H](C)CO)C(=O)Cc2cc(NS(C)(=O)=O)ccc2O[C@@H]1CN(C)S(=O)(=O)c1cn(C)cn1	0.0	.	.	-5	10	?	-3	.
CC(=O)Nc1ccc(N(C(=O)c2ccco2)C(C(=O)NC2CCCC2)c2ccc(N(C)C)cc2)cc1 (stereo not given)	0.0	26	-1	-3	-21	.	-1	-13
O=C(Cn1c2ccc(F)cc2c2nc3n(c(=O)c21)CCS3)N1CCCC1	.	5	.	.	-6	.	5	-8
C[C@H](CO)N1C[C@H](C)[C@@H](CN(C)S(=O)(=O)c2ccccc2)Oc2ccc(NC(=O)Nc3ccc(F)cc3)cc2CC1=O	-1.2	12	-7	8	-2	8.3	4	-16
Cc1ccc(C2=NN(C(=O)C3CCCO3)C(c3ccco3)C2)cc1 (stereo not given)	-0.1	-3	-1	-2	-13	0.1	1	-14
CCOC(=O)C1=C(COC(=O)CNC(=O)c2cc(OC)c(OC)c(OC)c2)NC(=O)NC1C (stereo not given)	0.1	-1	7	-3	-14	-0.3	.	-9
CCc1nc2ccc(C(=O)N3CCN(c4ccccc4)CC3)cc2nc1CC	0.1	7	5	.	.	.	.	-11
Cc1cccc(C)c1NC(=O)CN(C)C(=O)CN1C(=O)NC(C)(C)C1=O	0.3	4	-6	3	11	0.5	-1	-12
CCCCOc1c(Br)cc(/C=C2\N=C(C)OC2=O)cc1OCC	.	-3	.	-1	3	.	-4	-36
Cc1ccccc1NC(=O)c1sc(NC(=O)COc2ccccc2)c(C#N)c1C	0.0	.	4	.	5	1.7	.	.
COc1ccc(S(=O)(=O)N(C)C[C@@H]2Oc3ncc(-c4ccncc4)cc3C(=O)N([C@H](C)CO)C[C@@H]2C)cc1	-0.8	-2	1	0	4	0.1	-3	14
CC(C)CC1NC(=O)c2cc3ccccc3cc2-n2c1nc1ccc(Cl)cc1c2=O (stereo not given)	0.2	-2	-12	7	-4	-0.2	17	-18
CN1C(=S)SC(/[N+]([O-])=C/c2c(F)cccc2Cl)C1(C)C (stereo not given)	0.0	-1	10	2	-6	-0.2	.	-8
C[C@H]1CN([C@@H](C)CO)C(=O)c2cc(C#Cc3cccc(F)c3)cnc2O[C@@H]1CN(C)C(=O)C1CCOCC1	1.0	.	.	-5	.	2.6	4	.
O=C(CSc1ncccn1)N/N=C/c1cccc(OC2CSC2)c1	-0.2	15	4	19	17	-0.3	-1	6
C[C@@H]1CN([C@@H](C)CO)C(=O)c2cc(NC(=O)NC3CCCCC3)ccc2O[C@@H]1CN(C)S(=O)(=O)c1ccc(F)cc1	-1.1	13	-7	4	6	15	-3	-22

Entries of single compounds, looked up by structure. Order of values: XiGFP reactiv, S100A4 MyoIIA, FN deposit inh, EWS-Fli block, RAD54 branch, E-selectin induc, esBAF inh, RAD52 inh
Listed for Cc1ccc(C2=NN(C(=O)C3CCCO3)C(c3ccco3)C2)cc1 (stereo not given) → -0.1, -3, -1, -2, -13, 0.1, 1, -14
Listed for CCCN=C1N(CC)C[C@@H]2[C@@H]3C(=O)N(Cc4ccccc4)C(=O)[C@@H]3[C@](Cc3ccccc3)(C(=O)OC)N12 → 0.1, -2, -8, -2, -3, 1.6, -3, -4
Listed for CCc1nc2ccc(C(=O)N3CCN(c4ccccc4)CC3)cc2nc1CC → 0.1, 7, 5, ., ., ., ., -11
Listed for C[C@@H]1CN([C@@H](C)CO)C(=O)c2cc(NC(=O)NC3CCCCC3)ccc2O[C@@H]1CN(C)S(=O)(=O)c1ccc(F)cc1 → -1.1, 13, -7, 4, 6, 15, -3, -22
Listed for Cc1cccc(C)c1NC(=O)CN(C)C(=O)CN1C(=O)NC(C)(C)C1=O → 0.3, 4, -6, 3, 11, 0.5, -1, -12

Continuation.
SMILES	XiGFP reactiv	S100A4 MyoIIA	FN deposit inh	EWS-Fli block	RAD54 branch	E-selectin induc	esBAF inh	RAD52 inh
Cc1ccc(NC(=O)C2CCN(C(=O)c3ccco3)CC2)cc1	0.1	7	3	-3	1	.	8	-4
CC(C)CC(=O)NC(=S)Nc1cccc2nsnc12	-0.2	-2	-3	5	-10	0.0	.	-26
Cc1ccc(S(=O)(=O)c2nc(/C=C/c3ccccc3)oc2N2CCC(C(N)=O)CC2)cc1	0.2	6	8	-5	-4	0.2	0	-9
CN(CC(=O)Nc1ccccc1C(=O)NC1CC1)Cc1ccc(Cl)s1	0.0	0	10	8	9	.	-6	-8
O=C(Nc1ccc(C(F)(F)F)cc1)N[C@@H]1CC[C@H](CCNC(=O)c2ccccc2F)O[C@@H]1CO	0.0	11	.	-4	-9	1.2	6	-3
O=C(CCC1CCCCC1)Nc1ccc(C(=O)c2ccncc2)cc1	0.0	-7	-5	1	1	-0.3	11	-10
Cc1cccc(Cn2nc(-n3cccc3)c3c(C)cc(C)nc32)c1	0.0	0	1	-2	.	.	.	-4
COc1ccc(C(=O)OCC(=O)NC2CCCCCC2)cc1OC	0.2	-9	8	-2	-4	-3.0	0	-6
OCCCn1c(-c2ccccc2)csc1=Nc1ccccc1	0.1	-5	12	-11	4	.	13	-3
COc1ccccc1CCNC(=O)C1CC(=O)N(c2ccccc2F)C1 (stereo not given)	0.0	-5	0	0	-25	-0.2	4	-10
CCN1[C@@H]2c3ccc(-c4ccccc4F)c(=O)n3C[C@H]1[C@H](CO)[C@H]2C(=O)NCc1ccccc1	0.5	5	.	0	-6	0.0	-3	2
CN(C)C(CNC(=O)c1cnc(Cl)c(Cl)c1)c1ccccc1 (stereo not given)	-0.1	0	12	10	10	1.5	-11	-3
O=C(NC1CCCC1)C(c1cccnc1)N(C(=O)c1ccco1)c1cccc(F)c1 (stereo not given)	0.3	-5	-3	-4	1	.	-3	-14
Cc1noc(C)c1NC(=O)N(C)C[C@H]1Oc2ccc(NS(=O)(=O)c3ccccc3)cc2CC(=O)N([C@H](C)CO)C[C@H]1C	2.0	1	-10	-10	-5	9.6	0	1
CC(C)(C)NC(=O)C(c1ccc(C#N)cc1)n1c(=O)c(-c2cc3ccccc3[nH]2)nc2ccccc21 (stereo not given)	0.3	-4	11	17	.	0.0	.	-15
O=C(COC(=O)c1ccc(Cl)nc1)Nc1cccc(S(=O)(=O)N2CCCCC2)c1	0.0	-4	6	3	-9	.	-5	-19
COc1ccc(C#Cc2ccc([C@@H]3[C@H](CO)N4C(=O)CN(C(=O)c5ccc(F)cc5)C[C@@H]34)cc2)cc1	0.0	13	-4	-12	.	1.7	.	-6
CCCOc1ccc(-c2c(C(=O)N/N=C/c3ccc(C)o3)nnn2-c2nonc2N)cc1	0.0	6	3	0	5	.	-2	-9
C[C@@H]1CN([C@H](C)CO)S(=O)(=O)c2ccc(C3=CCCCC3)cc2O[C@H]1CN(C)Cc1ccncc1	-0.9	4	.	11	1	0.6	8	0
Cc1ccc(C(=O)NC(=S)N2CCN(c3ccccc3F)CC2)cc1	0.2	0	2	-4	-4	.	.	-12
C[C@H]1CN([C@@H](C)CO)C(=O)c2cc(NS(=O)(=O)c3cccs3)ccc2O[C@@H]1CN(C)Cc1ccccc1	0.0	-16	.	2	2	-0.1	0	-4
Cc1cc(NC(=O)CCNS(=O)(=O)c2ccc3[nH]c(=O)oc3c2)ccc1Br	0.1	10	-9	10	3	.	-2	-5
C[C@@H]1CN([C@H](C)CO)C(=O)c2cc(NC(=O)CCN3CCOCC3)ccc2O[C@@H]1CN(C)Cc1ccc(Oc2ccccc2)cc1	-0.1	-6	3	4	5	0.0	-6	-7
CCOC(=O)N1CCC(=NNc2ncc(C(F)(F)F)cc2Cl)CC1	-0.1	-8	6	5	14	2.8	-4	-12
COc1cccc(OCc2cc(C(=O)N(C)C3CC(C)(C)NC(C)(C)C3)no2)c1	0.0	24	2	.	6	.	-9	-8
COc1ccc(S(=O)(=O)Nc2ccc3c(c2)C(=O)N([C@@H](C)CO)C[C@@H](C)[C@@H](CN(C)Cc2ccncc2)OCCCC[C@@H](C)O3)cc1	0.0	-25	.	-7	-2	0.3	-2	8
O=c1[nH]c([N+](=O)[O-])nn1C(c1ccccc1)c1ccccc1	0.1	2	5	6	-4	-0.1	-1	-6
Cc1ccc(C)c(C(=O)CSc2nc(C)cc(=O)[nH]2)c1	0.0	0	-7	-5	-2	0.0	-1	2
CNC[C@@H]1Oc2ccc(NS(=O)(=O)c3ccc(Cl)cc3)cc2CC(=O)N([C@H](C)CO)C[C@H]1C	-0.7	4	7	0	-2	-0.2	-4	2
CCOc1ccccc1OCCC(=O)Nc1ccc2c(c1)OCO2	-0.1	13	.	3	10	.	3	7

3 compounds out of the list above, arranged by the value under S100A4 MyoIIA, high to low:
SMILES | S100A4 MyoIIA
Cc1cc(NC(=O)CCNS(=O)(=O)c2ccc3[nH]c(=O)oc3c2)ccc1Br | 10
O=c1[nH]c([N+](=O)[O-])nn1C(c1ccccc1)c1ccccc1 | 2
CCOC(=O)N1CCC(=NNc2ncc(C(F)(F)F)cc2Cl)CC1 | -8

The results go on:
SMILES	XiGFP reactiv	S100A4 MyoIIA	FN deposit inh	EWS-Fli block	RAD54 branch	E-selectin induc	esBAF inh	RAD52 inh
CC(=O)NC(c1ccccc1)c1nc(-c2cnc3ccccc3c2)cs1 (stereo not given)	0.3	2	-2	-14	6	-0.2	7	-17
CC(C)c1ccc(OCc2nnc(SCC(=O)N3CCCCC3)o2)cc1	0.5	-1	0	-11	-4	.	29	-3
O=C1CSC(c2ccccc2)N1c1ccccc1F (stereo not given)	0.1	-1	0	-7	-8	.	-3	7
O=S(=O)(c1ccccc1)N1C[C@@H]2[C@H](c3ccccc31)[C@@H](CO)N2Cc1ccccc1	0.3	-4	.	7	-9	0.3	-1	-39
C[C@@H]1CCC(=O)N(CC[C@H](Sc2ccc(Br)cc2)c2ccccc2)CC1	0.0	0	3	22	4	-0.8	-89	-8

Screens from PubChem BioAssay.
